Screening results: PubChem BioAssay, National Center for Advancing Translational Sciences (NCATS)
Tau ThT inhib – inhibitors of human tau fibril formation, thioflavin T binding; Potency, µM (doses to about 57.4 µM), for the others: at the top dose activity, negative = inhibition, actives largely listed as inhibitors; AID 1460; 2.1% of 270,000 active; recombinant tau K18 P301L (four-repeat tau fragment), heparin-induced fibrillization, ThT fluorescence; P10636; also: % is scaled to controls: 0 for no effect and ±100 for the full control effect; nearly all actives have a fitted effect of over 55% in size
Target sequence (P10636 561-689 P618L limits assumed): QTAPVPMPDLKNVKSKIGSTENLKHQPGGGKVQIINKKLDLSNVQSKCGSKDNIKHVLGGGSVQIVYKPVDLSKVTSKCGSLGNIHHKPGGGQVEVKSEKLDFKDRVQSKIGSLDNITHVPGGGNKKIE
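Recombinant human tau K18 fragment […] carrying P301L, 15 uM unlabeled plus 0.24 uM Alexa 594-labeled, was fibrillized with 20 uM heparin in 100 mM sodium acetate pH 7 for 6 hr at 37 C; 30 uM ThT fluorescence read after 1 hr.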
SMN2 splice up – SMN2 splice variant enhancement; HEK293 SMN2-luciferase splicing reporter, luminescence, 30-36 h; Potency, µM (series often up to 46.1 µM), without a hit: at the top dose activity change, positive = activation, actives largely listed as activators; 2.8% of 210,000 active; also: % of control where 0% means no effect; nearly all actives have a fitted effect of over 55% in size
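HEK293 cells carry an SMN2 […]–luciferase reporter in which exon 7 inclusion puts luciferase in frame. Cells were plated 10-12 h before compound addition, then incubated 30-36 h at 37C. ONE-Glo luminescence was read; sodium butyrate at 4.5 mM final served as control.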
Starred values were filed as active, the others as inactive; u = inconclusive; [ ] = dose if it differs, or a comment. Calls follow the shape of the dose curve; as a rule, active = well fitted curve in the direction sought with a large enough effect; inconclusive = small, poorly fitted or top-dose-only effect, or another doubt; inactive = no such curve, though single readings can be large; an effect the other way counts as inactive or inconclusive. Potency is read from the fitted curve at half-maximal effect. The list is partial. The share of hits here may be higher or lower than overall.

SMILES	Tau ThT inhib	SMN2 splice up
CCOc1ccc(NC(=O)CCc2nc3cccnc3n2-c2ccccc2)cc1	-17.2%	-23.6%
CCOCCCn1c(=N)c(S(=O)(=O)c2ccc(C)cc2)cc2c(=O)n3ccccc3nc21	-17.2%	-5.4%
Cc1ccccc1C(=O)Nc1sc2c(c1C(=O)NCc1ccco1)CCC(C(C)(C)C)C2 (stereo not drawn)	-1.4%	-1.8%
COc1ccccc1OC(C)C(=O)Nc1c(C(=O)c2ccc(Cl)cc2)oc2ccccc12 (stereo not drawn)	-6.4%	u
COc1ccccc1C(=O)Nc1nc2nc(C)c(Cc3ccccc3)c(=O)n2[nH]1	u	-2.6%
COc1ccc(C(=O)Nc2c(C(=O)c3ccccc3)oc3ccccc23)cc1	4.6%	13.9%
COc1ccc(/C=C/C(=O)Nc2nc3n(n2)C(c2ccccc2)C=C(c2ccc(Cl)cc2)N3)cc1 (stereo not drawn)	u	-7.7%
Cc1ccc(-c2cc(NC(=O)COc3ccc(Cl)cc3C)on2)cc1	-16.5%	14.6%
COc1ccc(Br)cc1[C@@H]1Nc2ccc(C(=O)O)cc2[C@@H]2C=CC[C@@H]21	u	-7.2%
Cc1cccc(OCC(=O)N(Cc2ccc(N(C)C)cc2)Cc2ccco2)c1C	u	9.4%
CCOc1ccc(NC(=O)N(Cc2cn(CC)c3ccccc23)C2CCCCCC2)cc1	u	u
COc1ccc(OCCn2cc(C(=O)c3ccco3)c3ccccc32)cc1	-10.5%	-15.1%
COc1cc(Cl)c(C)cc1NC(=O)Cn1cnc2sc(C)c(S(=O)(=O)N3CCCCC3)c2c1=O	-14.2%	-13.8%
COc1ccc(-c2nc(-c3ccccc3)c(-c3ccc(O)cc3)[nH]2)cc1	u	3.4%
CC(C)c1ccc(Nc2c(-c3ccco3)nc3ccccn23)cc1	-18.3%	u
Cc1ccc(C(=O)N(Cc2sccc2C)C2CCS(=O)(=O)C2)cc1 (stereo not drawn)	-3.9%	8.1%
O=C(Nc1c(-c2ccc(F)cc2)nc2ccccn12)c1cccc(F)c1	0.8%	-5.5%
COc1ccc(C(CNC(=O)c2oc3ccccc3c2C)N2CCCCC2)cc1 (stereo not drawn)	-2.4%	-11.8%
Cc1cc(=O)n2nc(N(C)CC(=O)NCc3ccc(Cl)cc3)sc2n1	-0.6%	2.3%
COc1ccc2c(c1)sc1ncc(C(=O)NCc3ccc(Cl)cc3)c(=O)n12	5.3%	u
Cc1ccn2c(Nc3ccc4c(c3)OCCO4)c(-c3cccs3)nc2c1	u	-2.3%
CCOC(=O)c1cccc(NC(=O)c2nn(-c3ccc(OC)cc3)c(=O)c3c2c2ccccc2n3C)c1	0.6%	-14.0%
CCC1CCc2nc3sc(C(=O)Nc4ccc(F)c(F)c4)c(N)c3cc2C1 (stereo not drawn)	-10.0%	-4.8%
COc1cc(C)cc2oc(=O)c(CC(=O)NCCc3ccc(Cl)cc3)c(C)c12	-9.7%	22.7%
Cc1cc2oc(C(=O)N(Cc3ccccc3)C3CCS(=O)(=O)C3)cc(=O)c2cc1C (stereo not drawn)	-2.7%	0.8%

4 records drawn at random from those above:
SMILES	Tau ThT inhib	SMN2 splice up
Cc1ccccc1C(=O)Nc1sc2c(c1C(=O)NCc1ccco1)CCC(C(C)(C)C)C2 (stereo not drawn)	-1.4%	-1.8%
COc1ccc(Br)cc1[C@@H]1Nc2ccc(C(=O)O)cc2[C@@H]2C=CC[C@@H]21	u	-7.2%
Cc1ccn2c(Nc3ccc4c(c3)OCCO4)c(-c3cccs3)nc2c1	u	-2.3%
CCOc1ccc(NC(=O)CCc2nc3cccnc3n2-c2ccccc2)cc1	-17.2%	-23.6%

Nothing new here: an excerpt of the list.
SMILES	Tau ThT inhib	SMN2 splice up
COc1ccc(OCCn2cc(C(=O)c3ccco3)c3ccccc32)cc1	-10.5%	-15.1%
COc1cc(Cl)c(C)cc1NC(=O)Cn1cnc2sc(C)c(S(=O)(=O)N3CCCCC3)c2c1=O	-14.2%	-13.8%

Next part.
SMILES	Tau ThT inhib	SMN2 splice up
CCc1ccccc1Nc1nc2ccccc2c2nncn12	-14.2%	-5.1%
Cc1ccccc1CNC(=O)C(C)N(c1ccccc1)S(C)(=O)=O (stereo not drawn)	1.6%	2.7%
Cc1c2cnn(CC(=O)NCC(C)c3ccccc3)c(=O)c2c(C)n1Cc1cccc(Cl)c1 (stereo not drawn)	0.6%	0.2%
Cc1ccc(-c2nc(-c3cc4cccc(OCc5ccc(F)cc5)c4oc3=O)no2)cc1	-15.5%	-4.6%
Cc1cccc(C(=O)n2nc(-c3ccco3)nc2NCc2ccccc2)c1	-7.3%	8.4%
Cc1ccc(N2CC(c3nnc(Cc4ccc(Cl)cc4)o3)CC2=O)cc1 (stereo not drawn)	-14.6%	-12.5%
Cc1nnc2c3ccccc3nc(N3CCN(c4ccccc4)CC3)n12	-20.2%	-18.4%
CCOC(=O)c1ccc(NS(=O)(=O)c2ccc3c(c2)OCCO3)cc1	-3.1%	-54.7%[inhibitor]
O=C(NCCc1nc2ccccc2n1Cc1ccc(Cl)cc1)c1ccccc1	u	-10.3%
COc1ccc(-c2nc3ccccc3n3c(-c4cccc(C)c4)c4c(=O)n(C)c(=O)n(C)c4c23)cc1	-6.9%	7.8%
COc1ccc(NS(=O)(=O)c2ccc(NS(=O)(=O)c3ccc4c(c3)OCCO4)cc2)cc1	3.7%	-4.4%
COc1ccc(N2CCN(C(=O)Cc3coc4ccc(C)cc34)CC2)cc1	-15.6%	-27.2%
COc1ccc(NC(=O)C(NC(=O)Cc2cccs2)c2ccc(OC)cc2)cc1 (stereo not drawn)	2.7%	21.3%
CCCCC1CCC(C(=O)N2CC(=O)Nc3ccc(Br)cc3C2c2ccc(F)cc2)CC1 (stereo not drawn)	-12.5%	0.8%
CCc1ccc(C2CC(=O)Oc3c2c(=O)n(C)c2ccccc32)cc1 (stereo not drawn)	-13.8%	5.8%
COc1ccc(Cl)cc1NC(=O)CSc1nc(-c2ccccc2)c2ccccc2n1	5.3%	5.6%
Cc1c2cnn(-c3ccccc3)c(=O)c2c(C)n1CCCC(=O)Nc1cc(F)ccc1F	-14.5%	-3.4%
CCOC(=O)C1CCCN(CC(=O)Nc2cc(C)c3c(=O)oc4ccccc4c3n2)C1 (stereo not drawn)	-12.9%	-14.2%
COc1ccc(C(=O)N(Cc2sccc2C)C2CCS(=O)(=O)C2)cc1 (stereo not drawn)	-12.3%	-4.4%
Cc1ccc(-c2noc(CSc3nnc(C)n3-c3ccc(C)cc3)n2)cc1	-15.5%	-2.3%
CCOC(=O)C(Cc1c[nH]c2ccccc12)NC(=O)COc1ccc(CC)cc1 (stereo not drawn)	-14.8%	-11.3%
COCCCn1c(=N)c(C(=O)NCc2cccnc2)cc2c(=O)n3cccc(C)c3nc21	-10.4%	-3.0%
COc1cccc(C(=O)Nc2cc3c(cc2C(=O)c2ccc(C)cc2)OCCO3)c1	8.1%	9.0%
CCCNC(=O)c1cc2n(n1)CCCN(Cc1ccc(F)cc1)C2=O	3.3%	-7.8%
CCOC(=O)C1CCN(C(=O)Cn2nc(CC)n3c(cc4sccc43)c2=O)CC1	-1.7%	-6.5%

Further results follow:
SMILES	Tau ThT inhib	SMN2 splice up
COC(=O)Cn1ccc2cc(S(=O)(=O)N3CCCCCC3)ccc21	3.1%	-10.0%
Cc1cc(C)cc(NC(=O)CCc2nnc3n(CC(C)C)c(=O)c4ccccc4n23)c1	-9.0%	-9.6%
COc1cc2nc(Nc3cccc(C)c3)nc(N)c2cc1OC	u	7.2%
COc1ccc(CNC(=O)CSc2nc(-c3ccc(OC)cc3)cc(C(F)(F)F)n2)cc1	-1.1%	-9.8%
O=C(Nc1cc(-c2nc3ccccc3o2)ccc1Cl)c1ccc(N2CCCCC2)c([N+](=O)[O-])c1	u	13.2%
CCOc1ccc(S(=O)(=O)c2cn(Cc3cc(C)ccc3C)c3ccc(OCC)cc3c2=O)cc1	-6.4%	-1.8%
CCc1ccc(-c2nc(CN3CCC(C(=O)NCCc4ccc(C)cc4)CC3)c(C)o2)cc1	-10.2%	9.4%
Cc1cc2c(cc1C)C(c1cccc(OC(C)C)c1)CC(=O)N2 (stereo not drawn)	-5.1%	5.7%
Cc1ccc(-n2c3c(cc(C(=O)Nc4ccccc4C(N)=O)c2=O)C(=O)CC(C)(C)C3)cc1	-1.2%	-10.8%
CCc1ccc(-c2nc(SCC(=O)NCCOC)c(-c3ccc(C)cc3)[nH]2)cc1	-8.4%	10.3%
CCNS(=O)(=O)c1cc(-c2nnc(Nc3cccc(C(F)(F)F)c3)c3ccccc23)ccc1C	6.3%	-4.9%
CCOC(=O)c1cc(OC(=O)c2ccc(Cl)cc2)n(-c2ccccc2)n1	-6.3%	-7.0%
Cc1ccc(C)c(N2CCN(C(=O)C(CC(C)C)NS(=O)(=O)c3ccc4nc(C)sc4c3)CC2)c1 (stereo not drawn)	-11.7%	7.0%
O=c1n(Cc2ccc(Cl)cc2)nc2n1-c1ccccc1OC2	-4.8%	6.2%
CCCC(=O)N(c1ccc2oc(-c3ccccc3)c(C(=O)OCC)c2c1)S(=O)(=O)c1ccc(C)cc1	-2.8%	15.7%
COc1ccc(NC(=O)C(C)N(c2ccccc2)S(C)(=O)=O)cc1 (stereo not drawn)	-3.9%	-23.4%
COc1ccc(CCNC(=O)c2cc3sccc3n2Cc2ccc(Cl)cc2)cc1OC	-16.2%	-42.6%[inhibitor]
CC1=C(C(N)=O)C(c2ccc(C)cc2)n2nc(SCc3ccccc3F)nc2N1 (stereo not drawn)	5.6%	0.9%
Cc1cc(F)ccc1NC(=O)C1CCCN(C(=O)c2cnn(-c3ccccc3)c2-n2cccc2)C1 (stereo not drawn)	-7.3%	-30.2%[inhibitor]
CCS(=O)(=O)c1ncc(Cl)c(C(=O)Nc2c(C(=O)Nc3cccc(C)c3)oc3ccccc23)n1	3.98µM*	4.8%
Cc1ccc(C(=O)c2oc3ccccc3c2NC(=O)Cc2ccccc2)cc1	-17.8%	-1.9%
Cc1ccc2c(c1)C(c1ccccc1)N(C(=O)c1ccc(S(=O)(=O)N3CCCC3)cc1)CC(=O)N2 (stereo not drawn)	-12.8%	5.6%
Cc1cc(C)c(NC(=O)Cn2nnc(S(=O)(=O)c3ccc(C)c(C)c3)c2N)c(C)c1	1.1%	5.7%
Cc1ccc(-c2cc3c(n2-c2ccc(F)cc2)CC(C)(C)CC3=O)cc1	-8.2%	-2.7%
Cc1ccc(C)c(NC(=O)C(C)N(c2ccccc2)S(C)(=O)=O)c1 (stereo not drawn)	3.4%	3.5%

Carrying on:
SMILES	Tau ThT inhib	SMN2 splice up
Cc1ccc(Sc2ccc(N3CCCC(C(=O)Nc4ccc(F)cc4)C3)nn2)cc1 (stereo not drawn)	-1.6%	-2.3%
COc1ccccc1CNC(=O)C1CCN(C(=O)c2sccc2-n2cccc2)CC1	-10.6%	-6.3%
CCOC(=O)c1c(NC(=O)/C=C/c2ccc(OC)c(OC)c2)sc(C(C)=O)c1C	-1.9%	4.0%
CN(Cc1ccccc1)c1nc(-c2ccc(F)cc2)cc(C(F)(F)F)n1	u	-6.4%
COc1ccc(N2CCN(CC(O)COc3c(OC)cccc3OC)CC2)cc1 (stereo not drawn)	u	-17.1%
Cc1ccc(SCCNC(=O)CN(c2cccc(C)c2C)S(C)(=O)=O)cc1	-10.8%	-27.3%
Cc1c(C(=O)N(Cc2cccc(Cl)c2)Cc2ccco2)oc2ccccc12	-5.9%	11.7%
Cc1ccc(CCNC(=O)C(NS(=O)(=O)c2ccc3c(c2)oc(=O)n3C)C(C)C)cc1 (stereo not drawn)	5.7%	-8.0%
Cc1cccc(C)c1NS(=O)(=O)c1ccc(NS(=O)(=O)c2ccc3c(c2)OCCO3)cc1	u	7.0%
CCn1cc(C(=O)N2CCN(c3cccc(C)c3C)CC2)c2cc(OC)c(OC)cc2c1=O	-14.0%	2.6%
Cc1ccc2nc(Cl)c3cc(C(=O)N4CCCC(C)C4)sc3c2c1 (stereo not drawn)	-13.0%	-14.5%
CCc1ccc(OCC(=O)Nc2cc(-c3nc4cc(C)ccc4o3)ccc2C)cc1	-1.5%	4.3%
CCc1ccc2c(c1)c(=O)c(C(=O)c1ccc(C)cc1)cn2CC(=O)Nc1ccc2c(c1)OCCO2	6.8%	9.7%
COc1ccc(N(CC(=O)N2CCN(c3cc(C)ccc3C)CC2)S(=O)(=O)c2c(C)noc2C)cc1	-7.1%	-10.6%
COCCNC(=O)CSc1nc(-c2ccccc2)[nH]c1-c1ccc(OC)cc1	-9.3%	16.1%
COc1ccc(OCc2nc3ccccc3n2C(C)c2ccccc2)cc1 (stereo not drawn)	-18.1%	-14.9%
Cc1ccc(OCC(=O)Nc2c(Cl)ccc3nsnc23)cc1C	-4.0%	7.4%
CCCCn1c(NCc2ccc(OC)cc2O)nc2ccccc21	-10.5%	-25.0%
CCOc1ccc(-c2cc(OC(=O)c3ccc(F)cc3)c3c(C)oc(C)c3c(=O)c2)cc1	u	-7.5%
Cc1ccc(S(=O)(=O)c2nc(-c3cccc(C)c3)oc2N2CCCCC2)cc1	-7.8%	19.2%
CCc1ccc(CNC(=O)c2cc3n(n2)CCCN(Cc2ccccc2)C3=O)cc1	-15.4%	-54.0%[inhibitor]
COc1ccc(C(=O)c2sc3nc(-c4ccc(F)cc4)ccc3c2N)cc1	u	-9.7%
Cc1cccc2c1-c1sc(C(=O)N3CCN(c4ccc(F)cc4)CC3)cc1CO2	u	10.6%
